hERG WT inh = blocks the wildtype human KCNH2 potassium channel; Q12809; U2OS, BacMam KCNH2, thallium flux FluxOr; active compounds read low; 0.37% of 340,000 active; activity change, % at 1.84 µM;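 active = maximum activity change below -70%; inconclusive = maximum activity change between -70% and -50%; inactive = maximum activity change above -50%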; note: % is set by controls: 0 for no effect and ±100 for the full control effect
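U2OS cells were transduced with wild-type KCNH2 virus (2.03 x 10^8 / mL) for 4 h at room temperature, then cultured overnight at 37 C. Thallium flux was read with FluxOr dye. Rate constants were normalized to DMSO controls.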
ASM inhibitor = blocks human secretory acid sphingomyelinase. P17405. placental ASM, HMU-PC fluorogenic substrate, 60 min. Potency, µM (highest dose often 57.5 µM), for inactives: top-dose activity change, negative = inhibition, usual class: inhibitors. 0.006% of 340,000 active. AID 504937; note: potency is the fitted concentration of half-maximal effect
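qHTS format. ASM enzyme prepared from human placenta hydrolyses the fluorogenic substrate HMU-PC0 (9 uM final) over 60 min at 37 °C after a 10 min compound preincubation.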
Chronic BCR inh = chronic active BCR signaling inhibition | 0.05% of 340,000 active | Potency, µM (top dose mostly 46.1 µM), inactives show at the top dose ratio change, negative = lower green/red ratio, hits mostly inhibitors | ABC-DLBCL IkBa-CBG/CBR reporter, luminescence ratio, 4 h; active = well fitted inhibition curve with a large enough effect in the signal ratio, with a control signal flat, not every such curve was filed as active; inconclusive = small, poorly fitted or top-dose-only effect, or effect the other way, or a change in a side signal; the % refers to the signal ratio;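 note: potency is the fitted concentration of half-maximal effect; plate controls were basal doxycycline-induced cells for no effect and cells given 10 µM MG132 for full effect; MG132 reads +100%, hits lower the ratio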
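TMD8 human ABC-DLBCL cells with doxycycline-inducible IκBα–green luciferase fusion and unfused red luciferase, in 0.5% FBS medium; compounds up to 46 uM, 4 h at 37C. Green/red luminescence ratio, filter-overlap corrected, fitted to concentration-response curves.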
MBNL1-CUG inh = inhibitors of human MBNL1 binding to CUG repeat RNA; Q9NR56; TR-FRET MBNL1-His/biotin-(CUG)12 binding, 665/545 ratio; Potency, µM (highest dose often 57.5 µM), for inactives: at the highest dose activity change, negative = inhibition, actives largely listed as inhibitors; 0.036% of 280,000 active; active = well fitted inhibition curve with a large enough effect in the signal ratio, with a control signal flat, not every such curve was filed as active; inconclusive = small, poorly fitted or top-dose-only effect, or effect the other way, or a change in a side signal; inactive = no such curve, though single readings can be large or run the other way; the % refers to the signal ratio; note: potency is the fitted concentration of half-maximal effect; % is set by controls: 0 for no effect and ±100 for the full control effect
Target sequence (Q9NR56 whole entry, looked up): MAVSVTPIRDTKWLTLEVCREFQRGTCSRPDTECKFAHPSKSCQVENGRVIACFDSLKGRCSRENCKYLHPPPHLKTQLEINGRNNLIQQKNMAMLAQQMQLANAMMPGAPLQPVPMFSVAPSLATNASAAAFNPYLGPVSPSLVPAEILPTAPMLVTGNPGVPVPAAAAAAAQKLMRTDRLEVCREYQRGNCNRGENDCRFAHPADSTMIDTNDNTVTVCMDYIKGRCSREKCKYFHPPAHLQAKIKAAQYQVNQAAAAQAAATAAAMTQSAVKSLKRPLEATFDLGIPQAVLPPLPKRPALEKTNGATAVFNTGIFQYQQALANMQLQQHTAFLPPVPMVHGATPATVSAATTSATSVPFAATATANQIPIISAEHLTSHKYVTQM
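His-tagged MBNL1 binding to biotinylated (CUG)12 RNA was measured by TR-FRET using terbium anti-His antibody (0.055 ng/ul final) and streptavidin-XL665 (5 nM final). Compounds were titrated 92 nM to 58 uM; 60 min at room temperature.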
Eya2 phos inh = inhibitors of human Eya2 phosphatase activity; O00167; recombinant Eya2, OMFP fluorescence dephosphorylation (OMFP is methylfluorescein phosphate); Potency, µM (highest dose often 76.9 µM), inactives show at the highest dose activity, negative = inhibition, actives largely listed as inhibitors; 0.006% of 330,000 active; AID 488837; note: potency is the fitted concentration of half-maximal effect; % is set by controls: 0 for no effect and ±100 for the full control effect
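Eya2 protein (added as 0.2 uM solution) was preincubated with compound for 10 min at ambient temperature in 50 mM HEPES pH 7.5, 50 mM NaCl, 5 uM MgCl2, 0.05% BSA, 1 mM DTT. OMFP (added at 50 uM) then reacted 10 min; fluorescence read at 485/525 nm.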
TSHR antag = blocks TSH signaling through the human TSH receptor | TSHR-expressing cells, TSH-stimulated cAMP HTRF, 2 h; active compounds read low | P16473 | 0.2% of 330,000 active | activity change, negative = inhibition, % at 11.5 µM;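 active = activity change below a set negative limit, meaning inhibition stronger than a set level, cut at about -70% in these data; inconclusive = activity change between two set negative limits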; note: % is set by controls: 0 for no effect and ±100 for the full control effect
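Freshly harvested TSHR cells receive pin-tooled compound, then EC80 TSH at 4nM final. After 2 hours at 37 deg C, antibody in lysis buffer and cAMP-d2 are added; 30 minutes at ambient temperature precede the HTRF read.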
PKM2 act = increases activity of human pyruvate kinase M2. Potency, µM (series often up to 57.5 µM), without a hit: at the highest dose activation, most hits filed as activators. AID 1631. P14618. purified PKM2, Kinase-Glo ATP luminescence, activation; response scale: 0% is enzyme alone, no compound. 0.34% of 260,000 active; note: potency is the fitted concentration of half-maximal effect; % is set by controls: 0 for no effect and ±100 for the full control effect; nearly all actives have a fitted effect of over 55% in size
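Purified hPK-M2 (>95%) run at intermediate activity with 0.1 mM ADP and 0.5 mM PEP in 50 mM imidazole pH 7.2, KCl, MgCl2; 1 h room temperature. ATP formed read by Kinase-Glo luminescence; normalized to uninhibited and no-enzyme controls.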
USP2a inh = blocks human ubiquitin-specific protease USP2a | O75604 | USP2 core, Ub-CHOP2 coupled fluorogenic reporter, 485/531 | Potency, µM (top dose mostly 38.3 µM), inactives show at the top dose activity change, negative = inhibition, hits mostly inhibitors | 0.01% of 330,000 active;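 note: potency is the fitted concentration of half-maximal effect; plate controls were DMSO wells for no effect and full inhibition by NEM control for full effect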
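Cell-free coupled assay: 10nM USP2 core preincubated 30min RT with compound in Tris-HCl pH 8.0/CaCl2/CHAPS buffer, then 25nM Ub-CHOP2 and 25nM reporter substrate; fluorescence (Ex 485/Em 531) read after 60min RT, normalized to NEM inhibition, concentration-response curves fitted.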
Menin-MLL TR inh = menin-MLL binding inhibition, Texas Red mutant peptide; Potency, µM (highest dose often 61.6 µM), for the others: at the top dose FP activity change, negative = inhibition, hits mostly inhibitors; Menin + Texas Red MLL mutant peptide, fluorescence polarization; 0.23% of 270,000 active; active = well fitted inhibition curve with a large enough effect in the polarisation, with a control signal flat, not every such curve was filed as active; inconclusive = small, poorly fitted or top-dose-only effect, or effect the other way, or a change in a side signal; inactive = no such curve, though single readings can be large or run the other way; the % refers to the polarisation; note: potency is the fitted concentration of half-maximal effect; % of control where 0% means no effect; many of its hits are not listed in these tables
Target sequence (O00255 whole entry, looked up): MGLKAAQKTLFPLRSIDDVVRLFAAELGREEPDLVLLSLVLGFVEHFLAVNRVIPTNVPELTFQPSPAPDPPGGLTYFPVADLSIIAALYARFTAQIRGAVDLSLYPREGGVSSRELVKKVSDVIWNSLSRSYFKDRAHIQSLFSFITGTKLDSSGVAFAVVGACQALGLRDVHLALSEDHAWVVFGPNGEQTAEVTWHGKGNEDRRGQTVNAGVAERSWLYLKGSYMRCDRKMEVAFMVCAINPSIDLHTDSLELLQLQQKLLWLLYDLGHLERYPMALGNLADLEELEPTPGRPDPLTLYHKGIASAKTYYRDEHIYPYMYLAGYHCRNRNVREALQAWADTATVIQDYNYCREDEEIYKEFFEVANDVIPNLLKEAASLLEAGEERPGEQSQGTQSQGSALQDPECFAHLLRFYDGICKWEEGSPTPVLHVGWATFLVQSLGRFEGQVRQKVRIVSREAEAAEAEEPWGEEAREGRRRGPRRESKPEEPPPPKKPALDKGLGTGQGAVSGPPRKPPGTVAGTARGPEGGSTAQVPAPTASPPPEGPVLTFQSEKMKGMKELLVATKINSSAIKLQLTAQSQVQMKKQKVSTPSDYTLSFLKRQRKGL
Mito fusion yeast = mitochondrial division inhibition or fusion activation | S. cerevisiae fusion-defective mutant growth rescue, CellTiterGlo 48 h | Potency, µM (titrated, usually from 46.1 µM), inactives show at the top dose growth rescue (activation), most hits filed as activators | 0.23% of 320,000 active | AID 485298;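 note: potency is the fitted concentration of half-maximal effect; % of control where 0% means no effect; nearly all actives have a fitted effect of over 45% in size; temperature-sensitive fusion mutants such as fzo1-1 at 37 °C on non-fermentable ethanol glycerol medium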
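Read-out: ATP-based luminescence (CellTiterGlo, 10 min ambient) reporting growth of fusion-defective ts yeast after 48 hours at 37C on glycerol/ethanol YPEG medium in the presence of compound.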
GALK inhibitor = galactokinase (human) inhibition; Purified GALK, Kinase-Glo residual ATP luminescence; AID 1868; Potency, µM (titrated, usually from 57.5 µM), without a hit: at the highest dose activity change, negative = inhibition, usual class: inhibitors; 0.007% of 270,000 active; note: potency is the fitted concentration of half-maximal effect; % is set by controls: 0 for no effect and ±100 for the full control effect
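Galactose (100 uM) and ATP (35 uM) were turned over by 5 nM GALK for 1 h at RT. Kinase-Glo Plus then converted the remaining ATP into a luminescent signal.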
* hit, by the source's call; u = inconclusive; x = not tested or not shown; [ ] = remark or other dose. Unless noted, calls come from the whole dose curve; as a rule, active = well fitted curve in the direction sought with a large enough effect; inconclusive = small, poorly fitted or top-dose-only effect, or another doubt; inactive = no such curve, though single readings can be large; an effect the other way counts as inactive or inconclusive. An excerpt; rates above refer to the full screens.

Start of the data: the first two records as a preview:
#	mol	hERG WT inh	ASM inhibitor	Chronic BCR inh	MBNL1-CUG inh	Eya2 phos inh	TSHR antag	PKM2 act	USP2a inh	Menin-MLL TR inh	Mito fusion yeast	GALK inhibitor
1	CCCCOC(=O)C1CCC[C@@H](C)N1 (stereo partly specified)	2.4	2.1%	2.5%	-5.9%	3.7%	-6.6	3.6%	4.8%	-17.6%	-0.5%	0.8%
2	O=C1CC(C(=O)O)(c2ccccc2)c2cccc(F)c21 (stereo unspecified)	-5.5	5.6%	-1.5%	-6.0%	8.5%	-5.0	x	3.3%	11.3%	2.7%	2.8%

The whole of this part, repeating the preview:
#	mol	hERG WT inh	ASM inhibitor	Chronic BCR inh	MBNL1-CUG inh	Eya2 phos inh	TSHR antag	PKM2 act	USP2a inh	Menin-MLL TR inh	Mito fusion yeast	GALK inhibitor
1	CCCCOC(=O)C1CCC[C@@H](C)N1 (stereo partly specified)	2.4	2.1%	2.5%	-5.9%	3.7%	-6.6	3.6%	4.8%	-17.6%	-0.5%	0.8%
2	O=C1CC(C(=O)O)(c2ccccc2)c2cccc(F)c21 (stereo unspecified)	-5.5	5.6%	-1.5%	-6.0%	8.5%	-5.0	x	3.3%	11.3%	2.7%	2.8%
3	O=C(NCc1nc(-c2ccc(C(F)(F)F)cc2)no1)c1cccs1	-2.8	-2.5%	u	-1.5%	1.9%	-14.4	28.3%	0.5%	x	-6.2%	x
4	CN(C)c1ccc(S(=O)(=O)NCC(=O)NCCC2=CCCCC2)cc1[N+](=O)[O-]	-16.7	-2.1%	u	x	-10.3%	1.3	x	2.8%	x	-0.3%	x
5	C=CCn1c(SCc2nc3ccccc3[nH]2)nnc1-c1ccncc1	4.8	17.7%	0.7%	-8.1%	-11.8%	-4.5	-0.8%	0.9%	12.3%	-0.6%	0.7%
6	CCOC(=O)c1[nH]cnc1N=Nc1c(O)ccc2ccccc12	6.5	-1.7%	7.2%	u	-1.2%	-8.7	-6.0%	5.8%	-7.6%	u	x
7	CC1CC(C)CN(C(=O)c2cccc(S(=O)(=O)N(C)c3ccccc3)c2)C1 (stereo unspecified)	-5.2	1.7%	14.2%	x	-27.2%	-21.1	x	2.3%	x	21.4%	x
8	CC(=O)c1ccc(NC(=O)[C@@]2(CC(=O)O)CC(/C=C/c3ccccc3)=NO2)cc1	-26.5	0.2%	0.1%	4.5%	3.6%	19.1	x	3.5%	-10.0%	5.4%	x
9	NC(=O)CC(NC(=O)Cc1ccc(Br)cc1)c1ccc(NC2CCC2)c([N+](=O)[O-])c1 (stereo unspecified)	4.0	-9.3%	-19.8%	19.1%	2.8%	6.3	-5.1%	1.3%	x	1.0%	-0.5%
10	Cn1c(=O)c(/C=C/c2ccc(F)cc2)nc2ccccc21	12.0	x	-23.4%	15.8%	5.7%	-7.8	-8.1%	3.1%	23.5%	18.4%	4.1%
11	COc1ccc(COCC(O)CN2CC(C)OC(C)C2)cc1OC (stereo unspecified)	-6.5	0.2%	0.5%	-0.4%	11.4%	-7.7	-0.7%	2.0%	-10.5%	1.0%	-2.1%
12	Cc1ccc(S(=O)(=O)N2CCC(CN3C(=O)c4cccc5cccc(c45)C3=O)CC2)cc1	-4.9	-7.8%	u	-10.7%	1.9%	-24.8	2.0%	1.5%	-0.4%	4.9%	-1.8%
13	CCOC(=O)C1CCN(C2=NC(=O)/C(=C/c3ccc(OC)c(OC)c3)S2)CC1	-1.4	48.4%[activator]	-7.1%	u	-1.5%	-10.8	x	3.2%	-26.3%	-9.6%	3.7%
14	COc1ccc(CC(=O)Nc2ccccc2C(=O)N2CCOCC2)cc1	-6.0	2.3%	u	1.6%	-4.1%	3.6	-2.8%	1.9%	8.3%	-4.2%	-2.2%
15	CCN1CCN(c2ncc(C(=O)Nc3cc(Cl)ccc3OC)c3ccccc23)CC1	32.1	-2.1%	u	7.3%	10.7%	1.3	-3.2%	2.1%	-12.8%	-7.6%	-3.6%
16	COc1ccc(C(=O)N/N=C/c2cccc3cccnc23)cc1	2.9	0.5%	u	u	6.3%	-4.9	1.3%	1.4%	11.4%	1.1%	-3.0%
17	C[C@@H](OC(=O)N1CCCCC1)[C@H]1O[C@]2(C)CCCC[C@H]1O2	-3.0	-2.8%	0.0%	x	-26.0%	-1.4	x	4.2%	x	-3.5%	x
18	CC(C)=C(NC(=O)c1ccccc1)C(=O)NCCCC(=O)O	23.2	6.7%	-2.9%	-4.1%	-9.9%	x	-13.4%	-0.1%	-1.6%	-0.9%	4.6%
19	COc1ccc(CCn2c(=N)c(S(=O)(=O)c3ccc(C)cc3)cc3c(=O)n4ccccc4nc32)cc1	4.4	1.9%	-2.8%	6.1%	12.8%	-12.2	x	0.8%	x	5.1%	6.7%
20	Cc1cccn2c(CN(C)CC3CCCCO3)c(C(=O)N3CCCCC3)nc12 (stereo unspecified)	-0.7	5.3%	-16.0%	0.6%	-0.1%	17.6	0.9%	0.7%	-3.1%	-0.9%	-0.1%
21	COc1ccc2cc(C(c3nnnn3C(C)(C)C)N3CCc4ccccc4C3)c(=O)[nH]c2c1 (stereo unspecified)	x	x	-18.0%	u	-16.6%	2.4	2.9%	1.9%	-15.7%	-0.4%	0.4%
22	CCCCn1c(SCC(=O)N2c3ccccc3Sc3ccccc32)nc2c1c(=O)n(C)c(=O)n2C	-1.5	-10.4%	-13.0%	-7.9%	-12.4%	-23.5	0.1%	-12.4%	u	16.9%	-0.3%
23	Cc1ccc(-c2[nH]c3ccccc3c2SCCN)cc1	4.4	-5.0%	15.5%	0.9%	8.4%	1.7	1.1%	-3.7%	x	-6.2%	-0.5%
24	O=C(COC(=O)c1ccc(S(=O)(=O)NCc2ccco2)cc1)Nc1ccc(Cl)cn1	1.1	6.6%	0.1%	3.8%	5.6%	-4.8	3.7%	-22.7%	-3.0%	0.7%	-2.6%
25	Cc1ccc(C(=O)N/C(=C/c2ccco2)C(=O)NCC2CCCO2)cc1 (stereo unspecified)	1.6	3.5%	1.5%	x	-2.3%	0.5	-1.5%	0.8%	-9.2%	-2.9%	1.0%
26	CC(C)(C)NC(=O)CN(C(=O)CCC(=O)Nc1nccs1)c1cccc(C(F)(F)F)c1	-9.3	0.5%	-1.0%	-6.2%	6.4%	-4.9	-0.6%	1.5%	4.2%	-0.7%	2.6%
27	O=C(Nc1ccc(F)c(Cl)c1)C1CCCN(c2cnccn2)C1 (stereo unspecified)	5.7	13.4%	-1.3%	2.7%	-22.0%	4.2	x	1.4%	x	14.3%	-1.2%
28	COc1ccc(-c2[nH]c(-c3cccc(OC)c3)nc2SCC(=O)NCc2ccco2)cc1	-11.3	-14.0%	u	u	5.3%	-4.6	-0.5%	-2.3%	u	9.6%	-0.9%
29	CCOC(=O)c1c(C)n(C)c2ccc(OC)c(NC(=O)CN3CCN(C4CCCCC4)CC3)c12	1.2	3.5%	u	-9.8%	-10.3%	26.7	-21.3%	1.3%	-5.2%	0.3%	-0.2%
30	Cc1ccc(NC(=O)CCNC(=O)c2ccccc2Cl)cc1S(=O)(=O)N1CCCCCC1	-6.1	2.2%	2.3%	x	8.3%	-13.6	x	-1.4%	x	-0.2%	x
31	O=C(CC(C(=O)O)P(=O)(c1ccccc1)c1ccccc1)c1ccc(Br)cc1 (stereo unspecified)	-8.4	6.7%	u	-3.8%	3.8%	-5.8	3.4%	-2.0%	x	-1.4%	-2.5%
32	CCOc1ccc(C(=O)NCC(=O)OCc2nnc(-c3ccccc3)o2)cc1OCC	2.4	4.6%	-0.4%	x	6.4%	-17.2	x	0.2%	x	0.0%	x

From PubChem BioAssay
